Screening results deposited in PubChem by National Center for Advancing Translational Sciences (NCATS).
Lipid storage S3: qHTS Assay for Lipid Storage Modulators in Drosophila S3 Cells. Drosophila S3 cells, BODIPY lipid droplet fluorescence, 18-24 h; cells fed with added oleic acid. Potency in µM for hits, for the others lipid storage change, negative = inhibition, % at the top dose, mostly 46.1 µM. 320,000 tested, 0.64% active; active = well fitted inhibition curve with a large enough effect in the signal ratio, with a control signal flat, not every such curve was filed as active; inconclusive = small, poorly fitted or top-dose-only effect, or effect the other way, or a change in a side signal; the % refers to the signal ratio
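Drosophila S3 cells loaded with oleic acid (400 uM, as added) and compounds at several concentrations; lipid droplets imaged by 488-nm laser-scanning cytometry, 500–530 nm intensity and object ratio to cell channel. Percent activity normalized to 20 uM Triacsin C.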
Lipid storage S3 cell count max: also measured in Lipid storage S3; calls as there; cell number change, %; measured here: cell count max response;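 cells counted by Cell Tracker Red CMTPX staining in the red channel; peak over a dose series mostly up to 46.1 µM; percent activity relative to internal control wells on each plate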
An asterisk follows results filed as active; i = inactive; ? = inconclusive; . = not tested or not shown. % is scaled to controls: 0 for no effect and ±100 for the full control effect; potency is read from the fitted curve at half-maximal effect.

SMILES | Lipid storage S3 | Lipid storage S3 cell count max
Brc1ccc(C2=Nn3c(Cn4nnc5ccccc54)nnc3SC2)cc1 | 6% | -2
O=C(O)CC/C(=N\Nc1ccccc1[N+](=O)[O-])c1cccs1 | ? | .
COc1ccc(-n2nc(C(=O)NCC(=O)N(C)Cc3ccccc3)c3ccccc3c2=O)cc1 | -9% | 20
Cc1cc(C)n(C(C)Sc2ccccc2)n1 (stereo not given) | ? | .
CCCc1ccc(-c2cc(N)n[nH]2)cc1 | ? | .
Cc1cnc(NC(=O)c2cncc(Br)c2)s1 | -17% | -4
Cc1ccc(NC(=O)C(C)NC(=O)OCc2ccccc2)cc1C (stereo not given) | ? | .
COc1ccccc1C(=O)Nc1ccc(NC(=O)C2CCCCC2)nc1 | ? | .
O=C(NCCOc1ccccc1)c1ccc2n[nH]nc2c1 | ? | .
COc1ccc(CNc2nc3ccccc3n2CCN2CCOCC2)cc1 | 5% | 3
O=C(Nc1ccc(-c2nc3ccccc3[nH]2)cc1)c1ccc(N2C(=O)CCC2=O)cc1 | ? | .
CC(=O)Nc1nc(C)c(-c2csc(Nc3cccc(C(C)=O)c3)n2)s1 | ? | .
O=S(=O)(c1ccc(OC(F)(F)F)cc1)N1CCC(O)(c2cccc(C(F)(F)F)c2)CC1 | ? | .
NC(=O)C1CCN(C(=O)CCC(=O)c2ccc(F)cc2)CC1 | i | .
CC1(C)C(=O)Nc2ccccc2N1C(=O)CN1C(=O)c2ccccc2C1=O | -10% | 1
Cc1sc(NC(=S)NC(=O)c2ccc(C(C)(C)C)cc2)c(C#N)c1C | i | .
Cc1ccc(S(=O)(=O)NCC(=O)N(CCc2ccccc2)CC(=O)NCc2ccco2)cc1 | 14% | -3
Cc1cc(N2CCOCC2)nc2ccc(NC(=S)NCCC(C)C)cc12 | ? | .
CN1C(=O)C(C)(C)c2cc(S(=O)(=O)N3CCC(C(=O)Nc4ccc(Cl)cc4)CC3)ccc21 | ? | .
O=C/C(=C\Nc1ccccn1)c1nc2ccccc2o1 | 0% | -23
COc1ccc(CNC(=O)C2CCN(S(=O)(=O)c3ccc4c(c3)NC(=O)C(C)S4)CC2)cc1 (stereo not given) | i | .
O=C(N/C(=C/c1ccc(Br)cc1)C(=O)N1CCOCC1)c1ccc(Br)o1 | i | -15
Cc1nc(/N=C(\N)NC(=O)N2c3ccccc3Sc3ccccc32)nc2ccccc12 | ? | .
Cc1ccccc1NC(=S)NCc1ccc(F)cc1 | ? | .
Cc1ccc(NC2c3ncccc3C(=O)N2Cc2cccs2)cc1C (stereo not given) | ? | .
COc1ccc(-n2nnnc2SCC(=O)N2CCCc3ccccc32)cc1OC | -1% | -1
COc1cc(SC)ccc1C(=O)Nc1ccon1 | i | .
COc1ccccc1C(=O)Nc1ncc2c(n1)CC(c1ccco1)CC2=O (stereo not given) | ? | .
NS(=O)(=O)c1cc2c(cc1Cl)NC(C1CC3C=CC1C3)NS2(=O)=O (stereo not given) | ? | .
C=C1CCC[C@]2(C)C[C@H]3OC(=O)C(CNC(C)CCCC(C)C)[C@H]3CC12 (stereo not given in full) | ? | .
COc1ccc(N(CC(=O)NCCc2ccc(S(N)(=O)=O)cc2)S(=O)(=O)c2c(C)noc2C)cc1 | ? | .
Brc1ccc(CSc2ncn[nH]2)cc1 | ? | .
O=C(CN(c1ccccn1)S(=O)(=O)c1ccccc1)Nc1ccccc1 | ? | .
CC(=O)Nc1nc(CC(=O)c2ccccc2)cs1 | ? | .
CCNC(=O)c1ccccc1NC(=O)c1cccc(S(=O)(=O)N2CCC(C)CC2)c1 | ? | .
Cn1nc(-c2ccc(Cl)cc2)c2cc(C(=O)N3CCN(c4ccccc4)CC3)sc21 | ? | .
Cc1ccc(NS(=O)(=O)c2ccc(CCC(=O)NCc3ccccn3)cc2)cc1 | 2.6µM* | -13*
COc1ccc(-c2csc3nc(-c4ccccc4)oc(=O)c23)cc1OC | ? | .
CCN(CC(=O)Nc1c(F)cccc1F)C(=O)CCCOc1ccc(OC)cc1 | ? | .
O=C(NCCCN1CCOCC1)c1ccc(Sc2ccccc2Cl)c([N+](=O)[O-])c1 | 15% | -1
COc1ccc(/C=C(\C#N)C(=O)NCc2cccs2)cc1OC | ? | .
CCc1nnc(NC(=O)CN2C(=O)/C(=C/c3ccc(OC)c(OC)c3)SC2=S)s1 | ? | .
Cc1cc(C)cc(Nc2nc3c(S(=O)(=O)c4ccccc4)nnn3c3ccccc23)c1 | ? | .
O=C(CSC(=S)N1CCCC1)Nc1cc2c(cc1Br)OCCO2 | ? | .
O=C(O)c1ccccc1O | ? | .
Cc1cccc(C)c1N1CCN(S(=O)(=O)N(C)C)CC1 | 4% | 7
NC(=O)C1CC(=O)N(c2ccc(OCC(=O)Nc3ccc(F)cc3)cc2)C1 (stereo not given) | -8% | 4
CCCSc1nnc(-c2c[nH]c3ccccc23)n1CC | 6% | 11
COc1ccc(/C=N/N2C(=O)CSC2=S)cc1Br | -4% | 3
C=CCSc1nnc(-c2ccccc2NC(C)=O)c(=O)[nH]1 | 3% | 21
CCOc1cccc(-c2csc(C3COc4ccccc4O3)n2)c1 (stereo not given) | ? | .
CC(=O)Nc1ccc(S(=O)(=O)Nc2ccccn2)cc1 | 2% | 7
Cc1ccc(S(=O)(=O)N2CCN(C(=O)CSc3nnnn3C)C2)cc1 | -18% | .
CCc1ccc(NC(=O)Nc2cccs2)cc1 | 23% | -10
CC(C)(C)N(Cc1ccccc1)C(=O)COC(=O)c1ccccc1SCC(=O)N1CCCC1 | 20% | 23
O=C(CCC1CCCN(C(=O)CC2=CCCCC2)C1)N1CCN(c2ccccn2)CC1 (stereo not given) | -8% | 6
Cc1c(C(=O)N/N=C/c2ccc(N3CCOCC3)cc2)nc2ccccn12 | ? | .
O=C(CN(Cc1ccccc1Cl)C(=O)c1csnn1)NCc1ccc2c(c1)OCO2 | 12% | 15
Cc1cccc(N2CCCn3c2nc2c3c(=O)n(CC(=O)OCc3ccccc3)c(=O)n2C)c1 | ? | .
O=C(Cn1ccccc1=O)NCc1ccc(F)cc1 | ? | .

2 compounds picked at random from the list so far:
SMILES | Lipid storage S3 | Lipid storage S3 cell count max
CCOc1cccc(-c2csc(C3COc4ccccc4O3)n2)c1 (stereo not given) | ? | .
O=C(O)c1ccccc1O | ? | .

Continued:
SMILES | Lipid storage S3 | Lipid storage S3 cell count max
O=C(CSCc1c(Cl)cccc1Cl)Nc1ccccc1-c1ccccc1 | ? | .
Cc1cccc(C(=O)Nc2nc3ccc(S(C)(=O)=O)cc3s2)c1 | ? | .
Cc1ccc(-c2nnc(N(C)C(=O)C3CCCO3)s2)cn1 (stereo not given) | 24% | 13
CC(=O)c1ccc(NC(=O)CSc2nnc(-c3ccncc3)o2)cc1 | ? | .
CCn1c(C)cc(=O)cc1-c1ccc(Cl)cc1 | -2% | 9
CC(C)(C)[C@H]1C=C(C(=O)NCc2ccccc2)O[C@@H](OCc2ccc(CO)cc2)C1 | 12% | 9
O=C(N/N=C/c1ccc(Cl)c([N+](=O)[O-])c1)c1ccc2nc[nH]c2c1 | 4% | -1
Cc1ccccc1NC(=O)COC(=O)COc1ccc2c(c1)CCC2 | ? | .
COC(=O)c1ccccc1NC(=O)Nc1cccc(C)n1 | 0% | .
CCCc1sc(N/N=C/c2ccccn2)nc1-c1ccc(F)cc1 | ? | .
CC(C)(C)OC(=O)NN1CC(=O)N2Cc3[nH]c4ccccc4c3C[C@H]2C1=O | ? | .
Nc1cc(S(=O)(=O)O)cc([N+](=O)[O-])c1O | ? | .
COc1cc(CNCc2ccc(C)cc2)cc(OC)c1OC | ? | .
O=C(COc1cccnc1[N+](=O)[O-])Nc1ccc(Cl)c(S(=O)(=O)N2CCOCC2)c1 | -9% | 0
CN(CC(=O)Nc1c(Cl)cccc1Cl)C(=O)CCCN1C(=O)c2ccccc2C1=O | i | .
Nc1nc(NCCc2ccccc2)nc(NCc2ccccc2)c1[N+](=O)[O-] | ? | .
CC(=O)NN1C(=O)c2ccc(Oc3cccc([N+](=O)[O-])c3)cc2C1=O | 30% | .
CN1CCN(C2CCN(c3cccc(Cl)c3)CC2)CC1CCO (stereo not given) | 10% | -10
COc1ccc(NS(=O)(=O)c2cc(N/C(=N\S(=O)(=O)c3ccccc3)c3ccc(F)cc3)ccc2Cl)cc1 | ? | .
CCOC(=O)c1ccc(NC(=O)CSc2nc(C)nc3c2c(=O)n(C)c(=O)n3C)cc1 | -6% | 10
O=C(Cc1c[nH]c2ccccc12)OCC(=O)c1ccccc1 | 27% | 0
c1ccc(Nc2ccccc2)cc1 | ? | .
CCCc1nc(NCc2ccccc2)c(C#N)c2c1CCCC2 | 5% | .
CC1(C(=O)CSc2ncn[nH]2)CCC(=O)O1 (stereo not given) | ? | .
O=C(O)CCCC(=O)N1CCC(C(O)(c2ccccc2)c2ccccc2)CC1 | ? | .
O=C(OCCN1C(=O)c2cccc3c(N4CCOCC4)ccc(c23)C1=O)c1cc(Cl)cc(Cl)c1 | ? | .
COC(=O)CSc1nc2ccc(NC(=O)CSc3nnnn3Cc3ccccc3)cc2s1 | 24% | 7
Cc1ccc(NS(=O)(=O)c2cccc(C(=O)NN3CCOCC3)c2)cc1 | ? | .
Cc1ccc(/C=C2\SC(=S)N(CCC(=O)N3CCOCC3)C2=O)cc1 | ? | .
COc1ccccc1NC(=O)Cc1noc(CN(C)Cc2cccs2)n1 | ? | .
CN(C)S(=O)(=O)c1ccc(N=Cc2c(C(F)(F)F)[nH]n(C)c2=O)cc1 | ? | .
CC(=O)Nc1ccc(S(=O)(=O)n2nc(C)cc2C)cc1 | ? | .
CCN1C(=O)S/C(=C\c2ccc(N3CCOCC3)cc2C)C1=O | ? | .
Cc1ccc(NC(=O)CCCOc2ccccc2)cc1S(=O)(=O)N1CCOCC1 | 7% | 3
Cc1ccc(S(=O)(=O)N2CCCN(S(=O)(=O)c3ccc(C)c(C)c3)CC2)cc1C | i | .
Cc1ccc(OC(=O)c2ccc([N+](=O)[O-])cc2Cl)cn1 | 3% | 12
COC(=O)CN1C(=O)N/C(=C/c2cc(OC)c(OC)cc2C)C1=O | ? | .
CC(=O)Oc1ccc(/C=C2/SC(=S)N(Cc3ccccc3)C2=O)cc1 | -1% | 16
Cc1nn(Cc2ccc(Cl)cc2)c(C)c1NC(=O)C(c1ccccc1)c1ccccc1 | 23µM* | -18*
N#CCNC(=O)c1nn2c(C(F)(F)F)cc(-c3ccccc3)nc2c1Br | 13% | 19

A second format for 15 compounds above.
Molecule,Lipid storage S3,Lipid storage S3 cell count max
O=C(Cc1c[nH]c2ccccc12)OCC(=O)c1ccccc1,27%,0
c1ccc(Nc2ccccc2)cc1,?,.
CCCc1nc(NCc2ccccc2)c(C#N)c2c1CCCC2,5%,.
CC1(C(=O)CSc2ncn[nH]2)CCC(=O)O1 (stereo not given),?,.
O=C(O)CCCC(=O)N1CCC(C(O)(c2ccccc2)c2ccccc2)CC1,?,.
O=C(OCCN1C(=O)c2cccc3c(N4CCOCC4)ccc(c23)C1=O)c1cc(Cl)cc(Cl)c1,?,.
COC(=O)CSc1nc2ccc(NC(=O)CSc3nnnn3Cc3ccccc3)cc2s1,24%,7
Cc1ccc(NS(=O)(=O)c2cccc(C(=O)NN3CCOCC3)c2)cc1,?,.
Cc1ccc(/C=C2\SC(=S)N(CCC(=O)N3CCOCC3)C2=O)cc1,?,.
COc1ccccc1NC(=O)Cc1noc(CN(C)Cc2cccs2)n1,?,.
CN(C)S(=O)(=O)c1ccc(N=Cc2c(C(F)(F)F)[nH]n(C)c2=O)cc1,?,.
CC(=O)Nc1ccc(S(=O)(=O)n2nc(C)cc2C)cc1,?,.
CCN1C(=O)S/C(=C\c2ccc(N3CCOCC3)cc2C)C1=O,?,.
Cc1ccc(NC(=O)CCCOc2ccccc2)cc1S(=O)(=O)N1CCOCC1,7%,3
Cc1ccc(S(=O)(=O)N2CCCN(S(=O)(=O)c3ccc(C)c(C)c3)CC2)cc1C,i,.

(list continues)
SMILES | Lipid storage S3 | Lipid storage S3 cell count max
O=C(C/C=N\OCc1ccc([N+](=O)[O-])cc1)Nc1ccccc1 | ? | .
O=C(Nc1ccccc1NC(=O)C1CCCO1)c1ccco1 (stereo not given) | -8% | -2
COc1cc(NC(=O)COc2ccc(-n3cnnn3)cc2)c(OC)cc1Cl | i | .
O=C(OCC#CCSc1nnc(-c2cccc3ccccc23)o1)c1ccc2ccccc2c1 | i | 24
Cc1ccc2nc(N3CCN(C(=O)c4cccs4)CC3)c(C#N)cc2c1 | 21% | 1
S=C(NCc1ccccc1)NCc1ccc(Cl)cc1 | 5% | 5
CC12CCC(=O)N1C(C(=O)Nc1ccc(Cl)c(S(=O)(=O)N3CCCCC3)c1)CS2 (stereo not given) | ? | .
C[C@@H](C(=O)N1CCNCC1)n1cc(CCCN=C(N)N)nn1 | -4% | 6
CCCCOC(=O)CSc1nnc(N)s1 | ? | .
CN(C)S(=O)(=O)c1ccc(NC(=O)N2CCOCC2)cc1 | ? | .
COc1cc(C2=NOC(C(=O)NCc3ccco3)C2)cc(OC)c1OC (stereo not given) | -14% | 16
CNc1snc(C)c1C(=O)OC(C)C(=O)Nc1cccc(OC)c1 (stereo not given) | 22% | -4
Cc1nn(-c2ccccc2)c2sc(C(=O)N(CC(=O)NC(C)(C)C)Cc3ccco3)cc12 | ? | .
CCOC(=O)N1CCC(NC(=O)CN2C(=O)CCSc3ccccc32)CC1 | ? | .
Oc1c(Cl)cc(CN2CCCCC2)c2cccnc12 | ? | .
O=P(O)(O)c1ccccc1OCCCCCOc1ccccc1P(=O)(O)O | ? | .
CCOC(=O)C1CCCN(S(=O)(=O)Cc2ccccc2Cl)C1 (stereo not given) | ? | .
Brc1ccc(C2=Nn3c(nnc3-c3cccnc3)SC2)s1 | ? | .

Not all compounds are listed (hit frequency here may not be typical).
